Source: PubChem (National Center for Advancing Translational Sciences (NCATS))
Giardia killer: kills Giardia lamblia. Giardia lamblia trophozoite viability. activity change, % at 7.66 µM, hits read low. actives 0.15% (n = 340,000); in the data active = activity change below about -80%; inconclusive = between about -30% and that limit;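 also: parasites exposed to compound for two days anaerobically before the ATP read; % is scaled to controls: 0 for no effect and ±100 for the full control effect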
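Compounds were tested on trophozoites seeded at 100 cells/well and held 48 hrs at 37 deg C anaerobically. An ATP-based luminescent kit measured the remaining live cells.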
RORg inh: ROR gamma (mouse) transcription inhibition; actives 5.4% (n = 310,000); Potency, µM (doses to about 53.6 µM), without a hit: at the top dose activity change, negative = inhibition, actives largely listed as inhibitors; AID 2551; Drosophila S2 Gal4-RORgamma UAS-luciferase reporter, 20 h; P51450; also: potency is read from the fitted curve at half-maximal effect; % is scaled to controls: 0 for no effect and ±100 for the full control effect; nearly all actives have a fitted effect of over 60% in size
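Schneider cells (Drosophila), stable Gal4 DBD–ROR gamma + UAS-luc; 1 hr cmpd preincubation; Cu2+ induction 700 uM final; 20 hr ambient; luminescence.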
Rab9 prom act: Rab9 promoter activation; Huh7 Rab9 promoter-luciferase reporter, luminescence, 24 h; Potency, µM (doses to about 9.22 µM), for the others: at the highest dose activation, negative = inhibition, usual class: activators; actives 2.8% (n = 320,000); also: potency is read from the fitted curve at half-maximal effect; % of control where 0% means no effect; nearly all actives have a fitted effect of over 60% in size
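Stable Rab9-luc Huh7, 1500 cells/well, 2 h settle; cmpd in DMSO, 24 h, 37 °C/5% CO2; luciferase reagent 10 min RT; luminescence.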
KCNH2 3.1 inh: blocks the human KCNH2 3.1 channel isoform | U2OS KCNH2 3.1, thallium flux FluxOr; stronger effect = lower value | activity change, % (tested at about 1.8 µM) | actives 0.95% (n = 340,000);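 active = maximum activity change below -70%; inconclusive = maximum activity change from -70% to -50%; inactive = maximum activity change above -50%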;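 also: thallium influx rate constant from kinetic fluorescence after stimulation buffer; % is scaled to controls: 0 for no effect and ±100 for the full control effect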
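Thallium flux read-out: FluxOr dye with Red40 quencher in HBSS/HEPES, 45 min at RT. Rate constants from kinetic reads were normalized to positive and negative DMSO controls. Cells: U2OS virally expressing the 3.1 isoform.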
Tb PFK block: blocks T. brucei phosphofructokinase. O15648. T. brucei PFK, ADP-Glo luminescence. Potency, µM (titrated, usually from 57.5 µM), without a hit: at the highest dose activity, negative = inhibition, most hits filed as inhibitors. actives 0.17% (n = 330,000). AID 485367;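 also: potency is read from the fitted curve at half-maximal effect; 0% = uninhibited 1x PFK enzyme wells and -100% = no-enzyme wells; nearly all actives have a fitted effect of over 60% in size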
Target sequence (O15648 whole entry, looked up): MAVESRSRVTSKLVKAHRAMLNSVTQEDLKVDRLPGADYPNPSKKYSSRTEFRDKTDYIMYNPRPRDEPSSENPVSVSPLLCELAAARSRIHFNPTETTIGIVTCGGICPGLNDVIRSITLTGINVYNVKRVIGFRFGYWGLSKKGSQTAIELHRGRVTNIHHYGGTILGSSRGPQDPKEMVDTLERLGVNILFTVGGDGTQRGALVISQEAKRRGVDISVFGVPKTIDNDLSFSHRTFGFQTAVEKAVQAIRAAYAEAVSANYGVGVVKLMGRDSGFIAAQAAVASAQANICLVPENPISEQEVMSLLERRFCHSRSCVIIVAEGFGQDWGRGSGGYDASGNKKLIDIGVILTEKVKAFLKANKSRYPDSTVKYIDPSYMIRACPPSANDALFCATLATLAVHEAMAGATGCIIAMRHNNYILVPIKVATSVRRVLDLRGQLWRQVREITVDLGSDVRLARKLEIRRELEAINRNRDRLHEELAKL
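1.25 nM PFK with 0.5 mM F6P and 0.1 mM ATP in 0.1 M TEA pH 8.0, 5 mM MgCl2, incubated 45 min at room temperature; ADP measured by ADP-Glo luminescence; compounds titrated up to 57 uM.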
FLuc modulator: inhibits or activates purified firefly luciferase, miR-21 counter-screen; actives 6.9% (n = 360,000); P08659; Potency, µM (top dose mostly 57.5 µM), for the others: at the highest dose activity change, negative = inhibition, usual class: inhibitors; purified FLuc, Km substrates, luminescence inhibition;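 also: potency is read from the fitted curve at half-maximal effect; plate controls were vehicle for no effect and reference inhibitor for full effect; nearly all actives have a fitted effect of over 55% in size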
Target sequence (P08659 whole entry, looked up): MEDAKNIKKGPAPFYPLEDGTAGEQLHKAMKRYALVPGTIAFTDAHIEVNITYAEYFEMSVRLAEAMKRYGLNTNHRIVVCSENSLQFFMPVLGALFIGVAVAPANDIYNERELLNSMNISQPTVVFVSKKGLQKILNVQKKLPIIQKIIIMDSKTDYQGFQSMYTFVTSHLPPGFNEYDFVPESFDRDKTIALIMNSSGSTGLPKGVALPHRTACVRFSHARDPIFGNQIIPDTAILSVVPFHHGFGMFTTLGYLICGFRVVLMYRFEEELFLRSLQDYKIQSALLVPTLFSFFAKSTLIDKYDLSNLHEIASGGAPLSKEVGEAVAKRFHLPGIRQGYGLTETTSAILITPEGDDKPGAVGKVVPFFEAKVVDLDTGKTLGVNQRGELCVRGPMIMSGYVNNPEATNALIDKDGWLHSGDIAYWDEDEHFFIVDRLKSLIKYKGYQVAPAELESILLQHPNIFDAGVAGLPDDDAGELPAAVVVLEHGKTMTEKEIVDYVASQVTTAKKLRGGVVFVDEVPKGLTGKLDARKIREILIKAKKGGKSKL
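Purified P. pyralis luciferase, 10 nM final, with Km-level 10 uM D-luciferin and 10 uM ATP in 50 mM Tris acetate pH 7.5, 10 mM Mg acetate, 0.01% Tween-20, 0.05% BSA; 6-point qHTS titration about 60 µM downward; luminescence read.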
uPA generation: blocks generation of uPA at the cell surface; actives 0.31% (n = 330,000); cell surface uPA generation assay, qHTS; AID 540303; Potency, µM (series often up to 38.3 µM), without a hit: top-dose activity change, negative = inhibition, usual class: inhibitors; active = well fitted inhibition curve with a large enough effect; inconclusive = small, poorly fitted or top-dose-only effect; inactive = no such curve, though single readings can be large or run the other way; tested in mouse RAW 264.7 cells; also: potency is read from the fitted curve at half-maximal effect; % is scaled to controls: 0 for no effect and ±100 for the full control effect; nearly all actives have a fitted effect of over 55% in size
FBPA coupling cs: counter-screen for Giardia aldolase inhibitors: coupling enzyme system; AID 2472; activity change, negative = inhibition, % at 58.2 µM, hits read low; actives 0.67% (n = 290,000); coupling enzyme system counterscreen, AmpLite Red fluorescence; in the data active = activity change below about -30%; also: % is scaled to controls: 0 for no effect and ±100 for the full control effect
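Fluorescence at 525 nm excitation and 598 nm emission measured inhibition of the coupled detection system without aldolase. Compounds (at 57.5 uM final) were preincubated 10 min at room temperature with coupling enzyme reagent before a 20 min substrate/AmpLite Red step.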
VP16 counter: inhibits Gal4-VP16 luciferase reporter, ROR gamma counter-screen; AID 2546; Drosophila S2 Gal4-VP16 UAS-luciferase, luminescence, 20 h; Potency, µM (top dose mostly 53.6 µM), inactives show top-dose activity, negative = inhibition, most hits filed as inhibitors; actives 3.5% (n = 310,000);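 also: Gal4-VP16 expression switched on by copper sulfate through the metallothionein promoter; potency is read from the fitted curve at half-maximal effect; % is scaled to controls: 0 for no effect and ±100 for the full control effect; nearly all actives have a fitted effect of over 50% in size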
ELG1 genotoxic: induces genotoxicity in HEK293T cells with luciferase-tagged ELG1 | actives 1.3% (n = 330,000) | HEK293T ELG1-luciferase reporter, luminescence, 16 h | Potency, µM (doses to about 46 µM), for the others: at the top dose activity change, positive = activation, most hits filed as activators | AID 504466; also: potency is read from the fitted curve at half-maximal effect; % of control where 0% means no effect; nearly all actives have a fitted effect of over 60% in size
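Cells (2,000/well) expressing the ELG1-luciferase fusion are dosed by pin tool and kept 16 hr at 37 °C, 5% CO2. Signal comes from ONE-Glo luciferase reagent after 30 min at room temperature.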
NPC1 prom act: NPC1 promoter activation. Huh7 NPC1 promoter luciferase reporter, 24 h. Potency, µM (highest dose often 9.22 µM), inactives show at the top dose activation, hits mostly activators. actives 2.4% (n = 320,000). AID 485313;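 also: potency is read from the fitted curve at half-maximal effect; % of control where 0% means no effect; nearly all actives have a fitted effect of over 60% in size; reporter is driven by a mutant NPC1 promoter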
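Huh7 cells stably carrying NPC1 promoter–luciferase, plated in Opti-MEM with 10% FBS for 2 h, were exposed to compound in DMSO for 24 h at 37 °C; luciferase reagent was added for 10 min and luminescence read.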
Starred values were filed as active, the others as inactive; u = inconclusive; x = not tested or not shown; [ ] = remark or other dose. Unless noted, calls follow the shape of the dose curve; as a rule, active = well fitted curve in the direction sought with a large enough effect; inconclusive = small, poorly fitted or top-dose-only effect, or another doubt; inactive = no such curve, though single readings can be large; an effect the other way counts as inactive or inconclusive.

SMILES | Giardia killer | RORg inh | Rab9 prom act | KCNH2 3.1 inh | Tb PFK block | FLuc modulator | uPA generation | FBPA coupling cs | VP16 counter | ELG1 genotoxic | NPC1 prom act
CCc1ccc2[nH]c(=O)c(C(c3nnnn3Cc3ccco3)N3CCC(C)CC3)cc2c1 (stereo not given) | 7 | 18% | -5% | -17 | 2% | 5% | 2% | -1 | -13% | -3% | -2%
O=C(Cc1c(F)cccc1Cl)Nc1ccccc1C(=O)N1CCCCC1 | -13 | x | -6% | 0 | 0% | -2% | 1% | x | x | -1% | -3%
O=C(CSC1=NS(=O)(=O)c2ccccc2N1)NCCc1ccccc1 | -10 | x | -2% | 9 | 0% | -1% | 1% | x | x | -8% | -9%
Cc1cc(CNC(=O)c2ccc3nc(Cc4ccccc4F)oc3c2)nn1C | -18 | 1% | 3.2µM* | 2 | -6% | 11µM* | -7% | x | -1% | u | 2.8µM*
C=CCn1cc(C(C)=O)c(=O)[nH]c1=O | -6 | 1% | -1% | -9 | 0% | 2% | -2% | 0 | -3% | -2% | -1%
Cc1cccc(C)c1Nc1c(-c2ccsc2)nc2ncccn12 | -13 | u | 6% | -10 | -11% | 0% | -2% | -1 | -28% | 1% | 4%
CCc1ccc(N(C2C=CS(=O)(=O)C2)S(=O)(=O)c2ccc(C)cc2)cc1 (stereo not given) | 3 | 13% | -1% | 20 | 1% | -3% | -9% | -5 | -1% | 0% | -4%
CCS(=O)(=O)NC(C)C(c1cccs1)N1CCN(c2ccc(OC)cc2)CC1 (stereo not given) | -6 | 14% | -7% | -1 | -2% | -2% | -4% | 6 | 16% | -6% | -9%
O=C(NCCSc1ccc(Cl)cc1)c1ccc(CN2CCOCC2)cc1 | -1 | 24% | -6% | -25 | 1% | -8% | -1% | 4 | 11% | -3% | -4%
O=C(O)c1ccccc1-c1nc2ccccc2[nH]1 | 7 | -40% | u | -12 | 1% | 13µM* | -2% | 2 | -17% | 8% | 18%
O=C(N/N=C/c1ccc(O)cc1)c1cc(C23CC4CC(CC(C4)C2)C3)[nH]n1 | 6 | 2% | 10% | -2 | 1% | 13µM* | 8% | 0 | -7% | 4% | -2%
O=c1cc(-c2ccc([N+](=O)[O-])cc2)nc2cc(-c3ccc(F)cc3)[nH]n12 | 19 | -36%[10 µM] | -3% | -10 | 1% | u | 1% | 4 | -19% | -1% | -4%
CCN(CC(=O)Nc1ccc2c(c1)OCCO2)C(=O)c1ccc(Cl)cc1Cl | 0 | x | 1.4µM* | -5 | 19% | 7.6µM* | -3% | x | x | u | 4µM*
CC(=O)C1=C(O)C(=O)N(CCN(C)C)C1c1ccc(Cl)cc1 (stereo not given) | -1 | -10% | -4% | -9 | 0% | 1% | 1% | 0 | -5% | -1% | 0%
CC1CN(C(=O)c2cc3cc(Cl)ccc3[nH]2)CC(C)O1 (stereo not given) | 1 | 1% | -13% | 14 | -1% | -8% | -24% | -7 | 2% | 0% | 0%
O=C(OCc1nnc(-c2ccccc2)o1)c1ccc(Cl)cc1 | -4 | 3% | -2% | 0 | -2% | -11% | 9% | 1 | 4% | 1% | -2%
O=C(O)CCC(=O)NNC(=O)COc1ccc(Cl)cc1Cl | 27 | 2% | -2% | -14 | -4% | u | -3% | 3 | -3% | 0% | -1%
C/C(=N\NC(=O)c1c(Cl)cnn1C)c1cccc(NC(=O)COc2ccccc2)c1 | 2 | 8% | 1% | 3 | -2% | 1% | -2% | 1 | 7% | -1% | 11%
O=C(c1ccco1)N1CCN(C(=O)C2CC(c3ccc(F)cc3)=NO2)CC1 (stereo not given) | 25 | 0% | -6% | -1 | -1% | -2% | 4% | 1 | u | 0% | -1%
Cc1nc2nc(NC(=O)c3ccco3)nn2c(C)c1Cl | -10 | u | 3.2µM* | -17 | 1% | u | -8% | x | 11% | 18µM* | 3.5µM*
O=S(=O)(c1ccc(-c2csc(=Nc3ccccc3)n2CCCN2CCOCC2)cc1)N1CCOCC1 | 23 | 24% | -2% | -39 | 5% | 0% | 2% | -1 | 16% | -3% | -2%
O=C(CSc1nncn1-c1ccccc1)NC1CCCCC1 | 13 | -10% | 14% | 15 | 2% | 3% | 7% | 0 | 1% | -1% | -1%
O=C(CCNc1cccc(C(F)(F)F)c1)c1ccco1 | -23 | 15% | -2% | 2 | -5% | -16% | -12% | -2 | -5% | 2% | 1%
CSc1ccc(CC(=O)N2CCC(n3nccc3NC(=O)C3CC3)CC2)cc1 | -15 | -1% | u | 19 | 1% | u | -2% | 0 | 25% | u | 3.2µM*
CN1C(=O)N(CC(=O)N2CCN(S(=O)(=O)Cc3ccccc3)CC2)C(=O)C12CCCCC2 | 7 | x | -12% | 2 | 7% | 3% | 5% | x | x | -2% | -1%
COc1ccc2oc(C(=O)OCC(=O)N3CCN(c4ccccc4)CC3)c(C)c2c1 | -5 | x | -4% | -3 | 1% | 0% | -2% | x | x | -1% | 5%
CCOC(=O)c1c[nH]c(=O)c(Br)c1O | -3 | 2% | -9% | -7 | -7% | -1% | 4% | 0 | -2% | -2% | -4%
CC1CCCCN1C(=O)CSc1nnc(-c2ccco2)n1C (stereo not given) | 8 | 1% | -1% | -2 | -21% | -3% | 0% | 0 | 6% | 2% | -1%
O=C(CN1C(=O)NC2(CCCC2)C1=O)NCc1ccccc1 | -7 | x | x | 24 | 0% | x | 12% | x | x | -3% | x
CCOc1ccccc1C(=O)NC(C(=O)N(C)Cc1ccc2c(c1)OCO2)C(C)C (stereo not given) | 3 | x | -3% | -4 | -5% | x | 1% | x | x | -5% | 2%
COc1nc(NC(C)=O)nc(C)c1Br | x | -5% | 5% | x | -1% | -1% | x | 3 | -11% | 4% | 2%
CCC(C)Nc1nc2c(c(=O)n(C)c(=O)n2C)n1Cc1cccc(C)c1 (stereo not given) | -2 | -9% | -4% | 2 | -4% | 1% | -6% | 0 | -22% | -2% | 0%
CCN(CC)S(=O)(=O)c1cc(C(=O)c2nccn2C)ccc1Cl | -9 | 3% | -4% | 2 | 0% | 1% | 1% | 3 | -10% | 0% | 1%
Nc1ccc2c(c1)Nc1ccccc1CC2 | 20 | 24% | 16% | -1 | -14% | u | 11% | -1 | -1% | 3% | 13%
Cc1cccc(OCC(=O)Nc2ccc(N3CCN(C(=O)c4ccccc4)CC3)cc2)c1 | 6 | 27% | -5% | 6 | 0% | 1% | -2% | 0 | -16% | -9% | 1%
O=C(c1c(F)cccc1F)N1CCCC1 | -26 | 13% | -5% | 6 | -5% | -1% | 7% | 2 | -10% | 2% | 1%
COCCNC(=O)Cn1cc2c(n1)CCC(C)C2 (stereo not given) | -23 | -16% | -10% | 13 | -1% | 0% | -3% | 3 | 1% | -4% | 1%
Cc1cc(F)ccc1NC(=O)CCc1c(C)nn(-c2ccc(N3CCCCC3)nn2)c1C | -17 | 8.9µM* | 0% | -19 | 0% | u | 4% | 1 | 1% | -5% | -3%
Cc1cccnc1CCNC(=O)c1ccc(OC2CCN(Cc3ccccn3)CC2)cc1 | 0 | 14µM* | 28% | -3 | 1% | u | -2% | x | u | 18% | 30%
CCOC(=O)C1C(=O)NC(c2ccccc2)=NC1c1ccc(Br)cc1 (stereo not given) | 73[activator] | 43% | -4% | 19 | -6% | -1% | 0% | -2 | 1% | 0% | -4%
Cc1ccccc1C1=NC(C(F)(F)F)(C(F)(F)F)c2c(n(-c3ccc(F)cc3)c(=O)[nH]c2=O)N1 | -4 | 34% | -15% | -3 | -6% | -2% | -3% | -3 | -8% | -4% | 0%
O=C(NCCc1c[nH]c2ccccc12)/C(=C\c1cccs1)NC(=O)c1ccccc1 | 11 | -5% | -1% | 7 | -8% | 3% | -20% | 0 | -4% | -4% | -4%
COc1ccc(-c2csc(NC(=O)CC(NC(C)=O)c3ccccc3)n2)cc1OC (stereo not given) | 22 | 13% | 1% | 11 | 0% | u | 2% | x | -2% | 0% | -4%
CO/N=C\CC(=O)Nc1ccc(F)cc1 | 8 | -13% | 1% | 9 | -7% | 5% | -3% | 1 | -4% | 0% | 1%
CCCCN(C(=O)c1ccc2ccccc2c1)c1c(N)n(CCCC)c(=O)[nH]c1=O | 2 | x | -3% | 7 | -1% | -2% | 5% | x | x | 6% | 1%
Cc1cccc(OCC(=O)N/N=C\c2cn(C)c3ccccc23)c1 | 9 | u | -25% | 2 | -1% | 4% | 0% | -2 | u | u | -26%
CC(C)Cc1nnc(NC(=O)CCS(=O)(=O)c2ccc(Cl)cc2)s1 | 10 | -27% | 3% | -9 | 2% | 3% | -9% | 1 | -8% | -1% | 0%
CCN(CC)CC(=O)Nc1c2c(nc3ccccc13)N(C)CC2 | 11 | -1%[1.91 µM] | 12% | 12 | 1% | 1% | 0% | -1 | -6% | -2% | -3%
CCN(C(=O)CN1C(=O)NC(c2ccccc2)(c2ccc(C)c(C)c2)C1=O)C1CCCCC1 (stereo not given) | -19 | x | -1% | -29 | 1% | 4% | u | x | x | -4% | -2%
